GLP1R ag: qHTS of GLP-1 Receptor Agonists | Potency, µM (top dose mostly 45.6 µM), for the others: top-dose activation, usual class: activators | Glucagon-like peptide 1 receptor (Homo sapiens), P43220 | HEK293 GLP-1R CRE-luciferase, luminescence, 4-6 h; cells express a hypersensitive GLP-1R form | 380,000 tested, 0.007% active; further: % of control where 0% means no effect
Target sequence (P43220 whole entry, looked up): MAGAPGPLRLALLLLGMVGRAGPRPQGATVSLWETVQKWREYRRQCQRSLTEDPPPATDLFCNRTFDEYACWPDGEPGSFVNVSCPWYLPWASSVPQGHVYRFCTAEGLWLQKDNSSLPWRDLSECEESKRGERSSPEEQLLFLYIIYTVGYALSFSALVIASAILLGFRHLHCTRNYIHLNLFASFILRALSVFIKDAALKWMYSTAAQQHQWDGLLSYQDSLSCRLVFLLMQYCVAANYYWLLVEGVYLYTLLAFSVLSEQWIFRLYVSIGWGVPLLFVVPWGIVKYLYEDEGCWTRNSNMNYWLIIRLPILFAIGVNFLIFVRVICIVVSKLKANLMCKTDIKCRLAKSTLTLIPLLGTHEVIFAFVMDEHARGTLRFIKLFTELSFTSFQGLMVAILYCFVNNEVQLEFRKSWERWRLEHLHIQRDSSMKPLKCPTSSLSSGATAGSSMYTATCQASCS
KB-3-1 tox: qHTS assay for MDR1-selective chemotherapeutics: Primary screen using the parental adenocarcinoma cell KB-3-1. KB-3-1 viability, CellTiter-Glo ATP luminescence, 72 h. Potency, µM (highest dose often 46.1 µM), inactives show at the top dose activity change, negative = cytotoxic, actives largely listed as cytotoxic. 400,000 tested, 1.4% active. AID 1347075, 2019; further: on the % scale 0 is the no-effect control and ±100 the full control effect; nearly all actives have a fitted effect of over 60% in size
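Multi-concentration cytotoxicity screen in KB-3-1 cells grown in DMEM lacking phenol red with 10% FBS. After 72 h at 37 °C with compound, ATP-dependent luminescence was recorded.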
HEK293 tox: qHTS of GLP-1 Receptor Inverse Agonists: Cytotox Screen; HEK293 cAMP-luciferase reporter cells, luminescence, 24 h; Potency, µM (series often up to 38.3 µM), without a hit: at the top dose activity change, negative = inhibition, most hits filed as inhibitors; 410,000 tested, 0.13% active; AID 624418, 2012;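 further: loss of luciferase light is scored as toxicity; on the % scale 0 is the no-effect control and ±100 the full control effect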
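Step one: seed cells (200 cells/uL, DMEM with 10% Nu serum, 1% pen-strep). Step two: 12-hour incubation at 37 deg C. Step three: pin 23 nL compound, incubate 24 hr. Step four: add luciferase reagent, read luminescence 12 min later.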
HT1080NT lethal: qHTS for induction of synthetic lethality in tumor cells producing 2HG: qHTS for the HT-1080-NT fibrosarcoma cell line. 360,000 tested, 1.6% active. Potency, µM (doses to about 46.1 µM), inactives show at the top dose activity, negative = less viability, hits mostly cytotoxic. HT-1080-NT fibrosarcoma viability, CellTiter-Glo ATP luminescence, 48 h;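 further: NT is the 2HG producing partner of a matched IDH1 knockdown line; 0% = DMSO-treated cells and -100% = media-only wells without cells; nearly all actives have a fitted effect of over 55% in size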
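Read-out is CellTiter-Glo luminescence after 10 minutes at room temperature, following 48 hours' compound treatment of HT-1080-NT cells (750 cells/well, RPMI, 5% FBS, 37 degrees C).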
SW480 rereplic: A quantitative high throughput screen for small molecules that induce DNA re-replication in SW480 colon adenocarcinoma cells | SW480 DNA re-replication, Hoechst DNA content imaging, 48 h | AID 624297, 2012 | 340,000 tested, 1.8% active | Potency, µM (top dose mostly 46.1 µM), without a hit: top-dose re-replication activation, actives largely listed as activators; further: % of control where 0% means no effect; nearly all actives have a fitted effect of over 55% in size
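Per well, 250 cells were exposed to pinned compound for 48 hr. Nuclear DNA was visualised with Hoechst (40 min, 37 C) and total object intensity recorded by fluorescence scanning.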
GLP-1R inv ag: qHTS of GLP-1 Receptor Inverse Agonists (Inhibition Mode) | HEK293 GLP-1R CRE-luciferase, luminescence, 24 h; GLP-1R form is constitutively active | Glucagon-like peptide 1 receptor (Homo sapiens), P43220 | AID 624417, 2012 | Potency, µM (series often up to 38.3 µM), for the others: at the highest dose activity change, negative = inhibition, hits mostly inhibitors | 410,000 tested, 1.6% active; further: on the % scale 0 is the no-effect control and ±100 the full control effect; nearly all actives have a fitted effect of over 55% in size
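Luminescence readout: a drop in cAMP-driven luciferase signal flags inverse agonism at a constitutively active GLP-1R stably expressed in HEK293. Compound exposure lasted 24 hr at 37 deg C, 5% CO2.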
HT1080 IDH1KD tx: qHTS for induction of synthetic lethality in tumor cells producing 2HG: qHTS for the HT-1080-IDH1KD cell line; 360,000 tested, 2% active; AID 686971, 2013; HT-1080 IDH1 knockdown viability, ATP luminescence, 48 h; Potency, µM (doses to about 46.1 µM), for the others: at the highest dose activity, negative = toxicity, most hits filed as cytotoxic;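 further: 0% = DMSO wells and -100% = cell-free medium wells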
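IDH1KD HT-1080 cells, 750/well, RPMI + 5% FBS; compound pinned after 2 h settling; 48 h, 37 °C; CellTiter-Glo luminescence; % activity normalised to DMSO and no-cell wells; curves fitted, classed by r2 and efficacy.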
KB-V1 cytotox: qHTS assay for MDR1-selective chemotherapeutics: Primary screen using the drug-selected MDR subline cells KB-V1. KB-V1 MDR cells viability, CellTiter-Glo, 72 h. Potency, µM (highest dose often 46.1 µM), for the others: top-dose activity change, negative = cytotoxicity, actives largely listed as cytotoxic. 400,000 tested, 3.4% active; further: on the % scale 0 is the no-effect control and ±100 the full control effect; nearly all actives have a fitted effect of over 60% in size
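KB-V1 MDR subline cells in DMEM (phenol-red free, 10% FBS) exposed to compounds in qHTS concentration series for 72 h at 37 degrees C. Viability read by CellTiter-Glo luminescence; concentration-effect curves fitted after normalization and correction.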
TDP43 rescue: qHTS of TDP-43 Inhibitors; Potency, µM (highest dose often 46.1 µM), without a hit: at the highest dose growth rescue (activation), hits mostly activators; AID 652104, 2013; TDP-43 expressing yeast growth rescue, BacTiter-Glo, 24 h; 410,000 tested, 1.8% active; further: % of control where 0% means no effect; nearly all actives have a fitted effect of over 50% in size
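Galactose-induced TDP-43 yeast, OD600=0.02, compound pinned; 24 hr, 30 deg C; BacTiter-Glo luminescence for growth. Inhibitors of TDP-43 toxicity read as activators.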
An asterisk follows results filed as active; ? = inconclusive; nt = no result given; [ ] = another dose, or the depositor's remark. The call rests on the fitted dose curve; in most records, active means well fitted curve in the direction sought with a large enough effect; inconclusive means small, poorly fitted or top-dose-only effect, or another doubt; inactive means no such curve, though single readings can be large; an effect the other way counts as inactive or inconclusive. Potency means the concentration at half of the fitted maximal effect.

Results follow in this order: GLP1R ag, KB-3-1 tox, HEK293 tox, HT1080NT lethal, SW480 rereplic, GLP-1R inv ag, HT1080 IDH1KD tx, KB-V1 cytotox, TDP43 rescue
Cc1ccc(NC(=O)C2CCCN2S(=O)(=O)c2ccc3c(c2)CCCC(=O)N3)cc1C (stereo not given)
  nt, -22%, -6%, nt, nt, 9%, nt, -5%, 10%
C[C@@H]1COc2cccc(N(C)CCO)c2S(=O)(=O)N1
  7%, 4%, 4%, 18%, nt, 19%, 12%, ?, 20%
CCCCCC(=O)Nc1ccc(N2CCOCC2)c(S(=O)(=O)Nc2ccc(OC)cc2)c1
  19%, 4%, -7%, -7%, ?, ?, -12%, 1%, 0%
Cn1c(C(=O)OC(C(=O)NC(C)(C)C)c2cccnc2)cc2sccc21 (stereo not given)
  5%, 2%, 1%, -22%, ?, ?, -6%, -23%, 20%
COc1ccccc1NC(=O)Cn1c(=O)oc2ccccc21
  0%, 3%, -13%, 9%, 2%, -7%, -5%, -4%, -4%
CCOC(=O)CN1C(=O)CCSc2ccc(Cl)cc21
  10%, 10%, -14%, 11%, -1%, -5%, 17%, 0%, -17%[1.82 µM]
CC(CCN1CCN(c2ccccc2)CC1)c1ccccc1 (stereo not given)
  12%, -3%, -5%, -5%, 1%, ?, 3%, 0%, -9%
O=C(N/N=C/c1cc(Br)cs1)c1ccc2c(c1)OCCO2
  3%, ?, -3%, 2.9µM*, ?, ?, 12µM*, ?, -1%
Cc1ccc(S(=O)(=O)N2CCOC23CCN(C(=O)c2ccccc2Br)CC3)cc1
  5%, -1%, 2%, 0%, -5%, -2%, 3%, 18%, 16µM*
Cc1nn(-c2ccccc2)c(Cl)c1/C=N/NC(=O)c1ccccc1NS(=O)(=O)c1cccs1
  20%, -10%, 12%, ?, ?, -24%, ?, ?, 5%
CCOCCCNC(=O)c1cn(CC(C)C)c(=O)c2cc(OC)c(OC)cc12
  -4%, 7%, 7%, -9%, -9%, 14%, -1%, -4%, 23%
COC(=O)c1sc(NC(=O)c2c(-c3ccccc3)noc2C)nc1C
  -2%, -6%, -1%, 11%, 0%, -13%, -14%, -7%, -4%
CC(C)N(C(=O)[C@H]1C[C@H](CC(=O)NCc2cccc(C(F)(F)F)c2)C(=O)N2CCc3c([nH]c4ccc(Cl)cc34)[C@]12C)C(C)C
  14%, 0%, 0%, 9%, -22%, -3%, 4%, 0%, 35µM*
Cc1ccc(S(=O)(=O)N2CCN(C(=O)C(O)c3ccccc3)CC2)cc1 (stereo not given)
  nt, 0%, 2%, 19%, nt, 9%, 13%, ?, ?
O=C(Nc1c(C(=O)O)oc2ccc(Br)cc12)c1ccccc1
  -6%, ?, -5%, -24%, 0%, ?, -20%, -9%, 0%

Next section (two carried over from the part before).
Results follow in this order: GLP1R ag, KB-3-1 tox, HEK293 tox, HT1080NT lethal, SW480 rereplic, GLP-1R inv ag, HT1080 IDH1KD tx, KB-V1 cytotox, TDP43 rescue
Cc1ccc(S(=O)(=O)N2CCN(C(=O)C(O)c3ccccc3)CC2)cc1 (stereo not given)
  nt, 0%, 2%, 19%, nt, 9%, 13%, ?, ?
O=C(Nc1c(C(=O)O)oc2ccc(Br)cc12)c1ccccc1
  -6%, ?, -5%, -24%, 0%, ?, -20%, -9%, 0%
CO[C@@H]1CN(C)C(=O)c2cc(NS(=O)(=O)c3ccc(C)cc3)ccc2OC[C@H](C)N(Cc2nccs2)C[C@H]1C
  nt, 18%, 11%, 1%, nt, 26%, 15%, -1%, -5%
N#Cc1cnc(NN)nc1
  -13%, 11%, 23%, 26%, 0%, -6%, 6%, ?, 2%
Cc1cc(NC(=O)CN2CCCCCCC2)no1
  15%, 2%, -4%, 0%, 0%, 1%, 4%, 4%, 6%
CCc1ccccc1NC(=O)CSc1nnc(-c2ccncc2)o1
  0%, 2%, 9%, -1%, -6%, -8%, -5%, ?, 14%
COc1ccc(OCC(=O)NCCc2c[nH]c3ccccc23)cc1
  14%, 16%, 0%, -21%, 9%, ?, -13%, 6%, -1%[9.22 µM]
COc1ccccc1CNC(=O)CCCCn1c(=O)c2ccccc2n(CC(=O)Nc2cc(Cl)ccc2C)c1=O
  -1%, 8%, 2%, nt, nt, 3%, nt, -4%, ?
O=C(NC12CC3CC(CC(C3)C1)C2)N1CCN(c2ccccc2)CC1
  6%, -1%, -13%, -13%, 1%, ?, -21%, 2%, -10%
CC1(C)Cc2c(c(N3CCOCC3)nc3sc(C(N)=O)c(N)c23)CO1
  19%, 0%, 0%, -18%, -2%, 32%[activator], -4%, 15%, -3%
CC(=O)c1c(C(C)=O)c(C)n(-c2ccc3ncccc3c2)c1C
  4%, 0%, -8%, 5%, -4%, -10%, 9%, ?, 3%
NC(CCc1ccccc1)c1csc(Nc2cnccn2)n1 (stereo not given)
  0%, ?, -29%, ?, nt, ?, -21%, ?, 10%
COc1ccc(/C=C/C(=O)NC2CCS(=O)(=O)C2)cc1 (stereo not given)
  -35%, 0%, 0%, 14%, -1%, 4%, 17%, 23%, -7%
Cc1ccc(F)c(S(=O)(=O)NC(=O)C2(C)CCN2C(=O)Cc2cccc3ccccc23)c1 (stereo not given)
  4%, 0%, 2%, 20%, nt, 0%, 0%, 6%, ?
COc1ccc(NC(=O)C2=CC(c3ccc(OC)cc3)=NS(=O)(=O)N2C)cc1
  5%, 2%, -3%, -3%, -11%, ?, 9%, -5%, 14%
O=c1ccc2c(-c3ccccc3)c3ccc(O)cc3oc-2c1
  5%, -2%, 194%[activator], -12%, 16%, 55%[activator], -15%, -4%, -27%
COc1ccccc1-n1cnnc1SCC(=O)c1ccc[nH]1
  -8%, 5%, -6%, 15%, 1%, -2%, 7%, 13%, -3%
Cc1cccc([C@@H]2C[C@H]3CN(Cc4cccc(Cl)c4)C(=O)[C@]34CCCN24)n1
  9%, 0%, -12%, 2%, -10%, ?, -3%, -17%, -6%[0.397 µM]
CCCc1cc(C(=O)Nc2ccc(C(=O)c3ccc(C)cc3)cc2)n(C)n1
  -3%, 0%, -8%, -28%, 82%, 5.6µM*, ?, -12%, ?
OCCN1CCN(c2nnc(-c3ccccc3)c3ccccc23)CC1
  -2%, 5%, -12%, 4%, -16%, -9%, 6%, 19%, 3%
COC(=O)c1c(NC(=O)COC(=O)CCS(=O)(=O)c2ccc(C)cc2)sc(C)c1C
  1%, 3%, 5%, 8%, 3%, ?, 19%, -22%, 14%
Cc1csc(NC(=O)CSc2ncc(-c3ccccc3)[nH]2)n1
  9%, -2%, -3%, -7%, -3%, 25%, -10%, -6%, -11%
CC1NS(=O)(=O)c2cc([N+](=O)[O-])ccc21 (stereo not given)
  -5%, 7%, 3%, 19%, nt, 1%, 9%, 14%, 3%
CCC(C)NS(=O)(=O)c1ccc(S(=O)(=O)N(CC(=O)Nc2ccccc2)CC2CCCO2)cc1 (stereo not given)
  0%, -1%, 4%, -6%, 15%, 7%, -18%, ?, -22%
C=CCn1c(Cc2ccccc2)nc2c(cnn2-c2ccccc2)c1=O
  30%, -26%, 0%, ?, -1%, ?, ?, -18%, 9%
COC(=O)c1cc2sccc2n1Cc1ccc(F)cc1Cl
  nt, 8%, -1%, nt, nt, ?, nt, 8%, 12%
Cn1cc(C(=O)c2ccc(F)cc2)cc1-c1nc2ccccc2n1C
  1%, ?, -1%, -10%, 12%, 1%, 0%, ?, -7%
CC(C)=CCN1CCN(Cc2ccc(Sc3nncn3C)o2)CC1CCO (stereo not given)
  4%, -4%, 0%, 3%, -4%, 12%, 14%, 0%, -8%
COc1ccc(N2CCN(C(=O)c3ccc(N4CCCCS4(=O)=O)cc3)CC2)cc1
  2%, -13%, -1%, 7%, -8%, -5%, 6%, ?, 13%
COc1ccc(OC)c(C(=O)C(=O)c2cc(OC)ccc2OC)c1
  -7%, -23%, -6%, 2%, 1%, -6%, 1%, -4%, ?
O=C(Cc1c(O)c2ccccc2[nH]c1=O)OC1CCCCC1
  -14%, -10%, 18%, -2%, 3%, -21%, 1%, ?, 4%
CCOC(=O)c1c(NC(=O)c2cccs2)sc2c1CC(C)(C)OC2
  -27%, -23%, 20%, -18%, -8%, 22%, -20%, ?, -10%
Cc1ccc(F)c(CNC(=O)C2CCC(=O)N(CCN3CCOCC3)C2)c1F (stereo not given)
  6%, -13%, 13%, 3%, 5%, 4%, 0%, -4%, -8%
Cc1ccc(-c2nc(CS(=O)(=O)CC(=O)NCc3ccc4c(c3)OCO4)c(C)o2)cc1
  0%, 1%, -9%, 13%, -17%, -16%, 11%, 6%, 10%
CCCNC(=O)c1ccc(Cn2c(=S)[nH]c3c([nH]c4ccc(OC)cc43)c2=O)cc1
  -8%, 3%, 12%, 4%, -3%, 36%[activator], -14%, -8%, 30%
C#CCOCCOCCOCCNc1nc(N2CCN(C(=O)CCCCCCCCCCNC(=O)[C@@H](CCSC)n3cc(CCO)nn3)CC2)nc(N2CCN(C(=O)CCCCCCCCCCNC(=O)[C@H](CO)n3cc(CCCCCN)nn3)CC2)n1
  -3%, -2%, 1%, ?, -1%, 17%, ?, 0%, 9%
COc1ccc(NC(=O)c2cc3c(-c4ccccc4F)nn(C)c3s2)c(OC)c1
  nt, 22%, -1%, nt, nt, 5%, nt, ?, 11%
O=C(Nc1nccs1)NC(C(F)(F)F)C(F)(F)F
  -3%, -2%, -7%, -13%, -3%, -13%, 4%, -4%, 12%
CCOC(=O)C(=NC(C)CC)NNc1cccc(C(F)(F)F)c1 (stereo not given)
  3%, 21%, 2%, -8%, 15%, ?, -7%, 9%, 6%
CCN(CC)C(=O)c1cnn(-c2ccccc2)c1NC(=O)c1ccccc1F
  -17%, 5%, 4%, 15%, -2%, 0%, 6%, 4.6µM*, -4%

Screens (PubChem BioAssay)
